Assay outcomes from PubChem BioAssay.
M1 ag parental = counter-screen for M1 agonists: effect in parental CHO-K1 cells | activation, % at 3 µM | 360,000 compounds, 0.48% hits | Fluo-8 calcium fluorescence; scaled to maximal ATP response, vehicle zero; in the data active means activation above about 15%;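 further: untransfected CHO-K1 host cells lacking M1 receptor as counterscreen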
TAAR1 antag = human TAAR1 antagonists, primary screen, Fluo-8 calcium fluorescence, CHO RD-HGA16 cells; Trace amine-associated receptor 1 (Homo sapiens), Q96RJ0; antagonist; inhibition, % at 3 µM; 360,000 compounds, 1.5% hits;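 active means inhibition above a per-plate cutoff, the mean inhibition of test compounds on that plate plus 3 SD, cut at about 49% in these data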;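 further: 0% = DMSO plus EC80 beta-PEA response and 100% = DMSO alone without agonist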
Target sequence (Q96RJ0 whole entry, looked up): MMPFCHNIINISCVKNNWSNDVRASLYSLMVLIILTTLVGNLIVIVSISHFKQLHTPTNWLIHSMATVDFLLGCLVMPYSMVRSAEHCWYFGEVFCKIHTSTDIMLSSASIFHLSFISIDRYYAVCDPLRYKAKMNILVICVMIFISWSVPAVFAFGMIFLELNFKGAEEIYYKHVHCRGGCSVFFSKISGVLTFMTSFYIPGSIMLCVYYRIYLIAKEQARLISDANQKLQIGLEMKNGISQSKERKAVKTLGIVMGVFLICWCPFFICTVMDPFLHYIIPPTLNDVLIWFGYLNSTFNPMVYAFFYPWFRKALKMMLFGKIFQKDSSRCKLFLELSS
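Material: CHO RD-HGA16 cells bearing hTAAR1; compound dosing: one-point dosing, 3 µM nominal final; schedule: dye loading 75 min at 37 °C, then 30 min room temperature; measured by: calcium fluorescence with Fluo-8; control set: vehicle and agonist controls; replication: n of 1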
CHRM1 antagonist = human M1 muscarinic receptor antagonists, primary screen, CHO-K1 cells, Fluo-8 calcium fluorescence, 1536-well; Muscarinic acetylcholine receptor M1 (Homo sapiens), P11229; CHO-K1 hM1, ACh EC80 antagonist; inhibition, % at 3 µM; 360,000 compounds, 1.3% hits; AID 588852, 2011;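 active means percent inhibition above its own plate's cutoff, namely the mean of that plate's compound wells plus 3 SD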;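 further: peak over basal fluorescence ratio during 140 s after agonist addition; 0% = ACh EC80 plus DMSO and 100% = DMSO alone without agonist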
Target sequence (P11229 whole entry, looked up): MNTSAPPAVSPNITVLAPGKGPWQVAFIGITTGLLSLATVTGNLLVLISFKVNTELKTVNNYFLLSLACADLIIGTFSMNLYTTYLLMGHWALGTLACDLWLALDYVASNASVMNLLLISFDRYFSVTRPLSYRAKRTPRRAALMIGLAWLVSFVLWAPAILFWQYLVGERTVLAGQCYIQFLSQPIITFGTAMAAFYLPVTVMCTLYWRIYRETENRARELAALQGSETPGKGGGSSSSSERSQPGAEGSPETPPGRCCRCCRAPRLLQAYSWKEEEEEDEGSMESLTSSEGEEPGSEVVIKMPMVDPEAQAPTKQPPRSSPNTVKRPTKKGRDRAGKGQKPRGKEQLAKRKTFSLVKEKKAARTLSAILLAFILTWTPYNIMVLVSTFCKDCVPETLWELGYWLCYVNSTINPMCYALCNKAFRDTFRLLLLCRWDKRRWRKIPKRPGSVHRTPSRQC
CHO-K1 Ca antag = M1 antagonist counterscreen hit in parental CHO-K1 cells | ATP-induced calcium, Fluo-8 fluorescence | inhibition, % at 3 µM | 360,000 compounds, 0.6% hits;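 active means inhibition above a per-plate cutoff, the plate's mean sample inhibition plus 3 SD, cut at about 24% in these data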;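 further: 0% = DMSO plus EC80 ATP and 100% = DMSO alone without ATP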
M1 ag = human M1 muscarinic receptor agonists, primary screen, Fluo-8 calcium fluorescence, CHO-K1 cells, HTS; CHO-K1 hM1, agonist mode; 0% DMSO, 100% acetylcholine EC100; Muscarinic acetylcholine receptor M1 (Homo sapiens), P11229; activation, % at 3 µM; 360,000 compounds, 0.33% hits;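 active means activation above the run's mean compound activation plus 3 SD, cut at about 16% in these data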;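 further: peak over basal fluorescence ratio within a 140 s kinetic read after compound addition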
CHO parental Ca = ATP-evoked calcium signal inhibitors, parental CHO, primary screen, counter-screen for OX1R antagonist project, cell-based, fluorescence, Fluo-8 calcium dye; parental CHO-K1, ATP-induced calcium, Fluo-8 fluorescence; inhibition, % at 5.6 µM; 330,000 compounds, 0.63% hits; AID 463079, 2010;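 active means inhibition above that plate's mean sample inhibition plus 3 SD, cut at about 26% in these data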;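 further: 0% = ATP-challenged DMSO wells and 100% = DMSO wells without ATP; some compounds past the cut are filed as inactive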
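Assay system: untransfected parental CHO cell line. Also added: ATP agonist challenge. Dosing: one dose, 5.6 µM nominal. Measured by: Fluo-8 fluorescence. Read-out: % inhibition. Benchmarks: ATP wells versus no-ATP DMSO wells. Repeats: no replicates.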
M1 PAM parental = nonselective calcium activators in parental CHO-K1 cells, primary screen, counter-screen for M1 PAM project, cell-based, Fluo-8 calcium fluorescence, full deck, 1536-well | ATP EC20; 0% at ATP EC20, 100% at ATP max | activation, % at 3 µM | 360,000 compounds, 0.02% hits;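 active means activation above the run cutoff, the mean activation of all test compounds plus 3 SD, cut at about 40% in these data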;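 further: peak over basal fluorescence ratio in a 140 s read after ATP addition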
OXTR potentiator = human OXTR potentiators, primary screen, fluorescence, CHO-OTR cells, Fluo-8 calcium | Oxytocin receptor (Homo sapiens), P30559 | Fluo-8 calcium fluorescence, potentiator mode; 0% = oxytocin EC15, 100% = EC100 | activation, % at 3 µM | 320,000 compounds, 0.061% hits;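 active means activation above that plate's cutoff, the mean activation of tested compounds plus 3 SD, cut at about 6.6% in these data, passing the limit was not always enough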;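 further: 100% uses oxytocin at 75 nM as the full agonist control; some results filed as inactive read as strong as hits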
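Replication – single well per compound, singlicate · Assay system – CHO cell line stably expressing human OTR · Timing – 6 min pre-incubation, 100 s read · Measure – normalized max/min fluorescence ratio, % activation · Doses – 3.0 µM, one dose · Detection – Fluo-8 calcium dye fluorescence · Probe or stimulus – oxytocin near EC15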
TAAR1 ag = human TAAR1 agonists, primary screen, Fluo-8 calcium fluorescence, CHO RD-HGA16 cells | Trace amine-associated receptor 1 (Homo sapiens), Q96RJ0 | vehicle wells 0%, saturating PEA agonist 100% | activation, % at 3 µM | 360,000 compounds, 0.99% hits;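 active means activation above the mean activation of all test compounds in the run plus 3 SD, cut at about 38% in these data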
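Test system: RD-HGA16 (CHO) cells co-expressing Gα16 and hTAAR1; dosing: one-point dosing at 3 µM (nominal); timing: 17-24 h seeding, 75 min 37 °C dye, 30 min RT; signal: kinetic Fluo-8 calcium fluorescence; read-out basis: % activation relative to PEA EC100 response; controls: DMSO and PEA EC100; replicates: n 1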
Active calls of the source: *; . = not tested or not shown.

entry	smiles	TAAR1 antag	CHRM1 antagonist	TAAR1 ag	CHO-K1 Ca antag	M1 PAM parental
1	Cc1nn(Cc2c(Cl)cccc2Cl)c(C)c1NC(=O)c1cnn2c(C(F)F)cc(-c3ccccc3)nc12	5	2	14	-7	4
2	Cn1c(CO)nc2c3ccccc3ccc21	-10	-17	0	-3	12
3	Cc1ccc(NC(=O)[C@@H](NC(=O)c2cccc(S(=O)(=O)N3CCOCC3)c2)C(C)C)cc1C	-1	-6	-2	-20	33
4	O=C(NCCN1CCN(C(=O)c2ccccc2Cl)CC1)C(=O)NCc1ccccc1	-23	-4	0	-12	9
5	COc1cccc(C(=O)N(C)CC(=O)Nc2ccc(F)c(F)c2F)c1	-16	-12	8	-10	11
6	CCc1ccc(-c2nc(CS(=O)CC(=O)O)c(C)o2)cc1 (stereo not drawn)	-24	-7	1	-10	10
7	Cc1ccn(C(=O)c2ccc(NC(=O)CC(C)C)cc2)n1	-13	-1	1	-8	14
8	COC(=O)c1ccccc1NC(=O)c1ccc2c(c1)OCCCO2	3	-14	-3	-7	15
9	O=[N+]([O-])c1ccccc1/C=N/Nc1nnc(-c2ccccc2)c(-c2ccccc2)n1	-8	3	1	1	-2
10	CCOC(=O)C1CCN(C(=O)C2CCN(S(=O)(=O)c3ccc4c(c3)CC(C)N4C(C)=O)CC2)CC1 (stereo not drawn)	-4	-3	0	-2	-3
11	CC(=O)c1cnc(-c2ccccc2)s1	-26	5	3	12	-16
12	O=C(Oc1ccc(/C=N/NC(=O)c2ccccn2)cc1)c1cccc(F)c1	-7	-9	1	-5	0

entry	M1 ag parental	M1 ag	CHO parental Ca	OXTR potentiator
1	0.1	-3	-14	-2
2	0.6	-1	8	-9
3	0.6	-8	-22	-3
4	1.6	-3	-6	-3
5	1.4	-2	.	.
6	-0.1	-3	-16	4
7	-0.1	-4	-2	-7
8	0.7	-5	-16	-3
9	3.1	-7	-5	6
10	1.8	-3	-10	-5
11	-0.2	-6	.	.
12	1.1	-2	1	-8

Continued, starting with the last five of the part before.
entry	smiles	TAAR1 antag	CHRM1 antagonist	TAAR1 ag	CHO-K1 Ca antag	M1 PAM parental
8	COC(=O)c1ccccc1NC(=O)c1ccc2c(c1)OCCCO2	3	-14	-3	-7	15
9	O=[N+]([O-])c1ccccc1/C=N/Nc1nnc(-c2ccccc2)c(-c2ccccc2)n1	-8	3	1	1	-2
10	CCOC(=O)C1CCN(C(=O)C2CCN(S(=O)(=O)c3ccc4c(c3)CC(C)N4C(C)=O)CC2)CC1 (stereo not drawn)	-4	-3	0	-2	-3
11	CC(=O)c1cnc(-c2ccccc2)s1	-26	5	3	12	-16
12	O=C(Oc1ccc(/C=N/NC(=O)c2ccccn2)cc1)c1cccc(F)c1	-7	-9	1	-5	0
13	CCOC(=O)C1(C)C=C(Nc2ccc(O)cc2)C(=O)N1c1ccc(O)cc1 (stereo not drawn)	12	-4	5	-8	17
14	Cc1cc(C(F)(F)F)c2c(N)c(C(=O)Nc3cc(C)on3)sc2n1	6	-15	2	-9	-6
15	CN(CCO)c1cc(NCCCN2CCC(Cc3ccccc3)CC2)c2nonc2c1[N+](=O)[O-]	-6	5	-3	-10	13
16	CCC1CCCCN1C(=O)CSc1nnc(-c2ccc(OC)cc2)o1 (stereo not drawn)	-18	-5	1	3	-3
17	CCCNC(=O)C(Cc1ccc(I)cc1)NC(=O)c1ccc2ccccc2n1 (stereo not drawn)	-3	-3	7	2	0
18	COc1cccc(CC2(CO)CCN(S(=O)(=O)c3ccc(OC)cc3OC)CC2)c1	1	-9	6	1	-9
19	CN(Cc1c(C(=O)N/N=C/c2ccccc2O)nnn1-c1nonc1N)C1CCCCC1	-5	-7	2	-5	14
20	CC1(C)CC(=O)C(/C=N/c2ccccn2)=C(O)C1	-14	-2	7	-3	15
21	COc1cccc(C(=O)C(CCC#N)c2ccccc2)c1 (stereo not drawn)	-11	-36	0	1	-14
22	COc1ccc(S(=O)(=O)N2CCOCC2)cc1NC(=O)c1ccc(OCC(C)C)c(OC)c1	17	2	2	2	-8
23	O=C(NCc1ccccc1)c1ccc(NC(=O)C2CCC2)cc1	6	-13	6	18	-2
24	CC(C)c1ccc(O)c(NC(=S)NC(=O)CCc2ccccc2)c1	-6	-1	0	-6	3

entry	M1 ag parental	M1 ag	CHO parental Ca	OXTR potentiator
8	0.7	-5	-16	-3
9	3.1	-7	-5	6
10	1.8	-3	-10	-5
11	-0.2	-6	.	.
12	1.1	-2	1	-8
13	0.3	-1	-9	-5
14	0.2	1	10	-11
15	-0.9	-5	-30	-6
16	2.9	0	-8	-17
17	-0.6	2	-34	-6
18	1.1	-1	-7	-15
19	0.7	-3	.	.
20	-0.8	-5	-14	-6
21	1.0	-7	.	.
22	0.1	-1	-22	-2
23	0.0	-3	.	.
24	-0.1	-6	-11	-6

Reprinted at random: 5 compounds from above.
entry	smiles	TAAR1 antag	CHRM1 antagonist	TAAR1 ag	CHO-K1 Ca antag	M1 PAM parental
15	CN(CCO)c1cc(NCCCN2CCC(Cc3ccccc3)CC2)c2nonc2c1[N+](=O)[O-]	-6	5	-3	-10	13
23	O=C(NCc1ccccc1)c1ccc(NC(=O)C2CCC2)cc1	6	-13	6	18	-2
21	COc1cccc(C(=O)C(CCC#N)c2ccccc2)c1 (stereo not drawn)	-11	-36	0	1	-14
17	CCCNC(=O)C(Cc1ccc(I)cc1)NC(=O)c1ccc2ccccc2n1 (stereo not drawn)	-3	-3	7	2	0
16	CCC1CCCCN1C(=O)CSc1nnc(-c2ccc(OC)cc2)o1 (stereo not drawn)	-18	-5	1	3	-3

entry	M1 ag parental	M1 ag	CHO parental Ca	OXTR potentiator
15	-0.9	-5	-30	-6
23	0.0	-3	.	.
21	1.0	-7	.	.
17	-0.6	2	-34	-6
16	2.9	0	-8	-17

The list goes on.
entry	smiles	TAAR1 antag	CHRM1 antagonist	TAAR1 ag	CHO-K1 Ca antag	M1 PAM parental
25	CN(CC(=O)Nc1ccccc1Cl)C(=O)c1cccc(-n2cccc2)c1	4	-8	0	-9	3
26	CCOC(=O)C1(Cc2cccc(F)c2)CCN(Cc2ccon2)CC1	-5	4	8	-9	15
27	Cc1ccc(NS(=O)(=O)c2ccc(NC(=O)[C@@H]3CCCC[C@@H]3C(=O)O)cc2)c(C)c1	9	-22	6	2	10
28	COc1cccc(N2C(=O)C3ON(c4ccccc4)C(c4cccs4)C3C2=O)c1 (stereo not drawn)	54*	-7	2	9	3
29	CCOc1ccc(NC(=O)COn2nnc3ccc(S(=O)(=O)N4CCOCC4)cc32)cc1	-9	2	1	20	-16
30	CC1CN(CC(O)COC(c2ccc(Cl)cc2)c2ccc(Cl)cc2)CC(C)O1 (stereo not drawn)	-19	-2	1	11	3
31	Cc1ccc(NS(=O)(=O)c2ccc(CCC(=O)NCc3cccnc3)cc2)cc1	6	-5	2	-18	37
32	O=C(O)c1cc2c(cc1NC(=O)c1ccccc1C(F)(F)F)OCCCO2	-16	1	-2	-9	2
33	CCSc1ccc(C(=O)NCC(=O)O)cc1	-18	-7	1	2	11
34	CC(=O)N1CCOCCOCCN(C(C)=O)CCOCCOCC1	-2	2	9	0	8
35	CCOc1ccc(N2C(=O)C3C(c4ccc(OC)cc4OC)NC(CCSC)(C(=O)OC)C3C2=O)cc1 (stereo not drawn)	0	-15	4	-9	12
36	Cc1ccc(Nc2nnc(C(C)(C)C)c(=O)n2N)cc1	-6	-11	0	-4	3

entry	M1 ag parental	M1 ag	CHO parental Ca	OXTR potentiator
25	1.3	-3	-9	-4
26	0.8	1	-19	9
27	1.7	1	1	-15
28	2.6	4	-12	-8
29	-0.3	2	-13	-20
30	0.4	-9	4	-3
31	1.3	-14	-20	-5
32	0.1	-4	16	-4
33	12	-1	-10	2
34	0.0	-6	4	-9
35	1.5	-2	-16	0
36	0.1	-3	-1	0

Next results.
entry	smiles	TAAR1 antag	CHRM1 antagonist	TAAR1 ag	CHO-K1 Ca antag	M1 PAM parental
37	Cc1cc(NC(=O)CN2C(=O)NC(CC(C)C)C2=O)ccc1Br (stereo not drawn)	-12	3	10	5	-12
38	O=C(NCCCn1ccnc1)C1CCCN(S(=O)(=O)c2ccc(F)cc2)C1 (stereo not drawn)	-6	-18	2	-18	10
39	CCN(CC)C(=S)NC(=O)c1cccnc1	-6	-4	0	-6	19
40	Cc1ccc(S(=O)(=O)N(CC(=O)N2CCOCC2)c2ccc(C(C)C)cc2)cc1	-6	-1	4	-1	-1
41	COc1ccccc1NC(=O)c1ccc(NC(=O)COC(=O)C2CC2C)cc1 (stereo not drawn)	42	9	7	-2	15
42	COc1ccc(-n2c(C)nn(CC3CC3)c2=O)cc1	-13	-5	3	2	2
43	Cc1cc(C)n(-c2nc3ccccc3nc2N2CCN(S(=O)(=O)c3cccc(C#N)c3)CC2)n1	15	-13	-2	-1	-7

entry	M1 ag parental	M1 ag	CHO parental Ca	OXTR potentiator
37	1.3	1	-16	-8
38	1.7	-10	-4	-6
39	0.3	-8	-5	1
40	0.1	-2	-15	-7
41	4.6	-4	-13	-8
42	1.0	-3	.	.
43	0.2	-8	-12	-6

Outcome played no part in choosing rows. About 4.2% of those tested had a hit in this group.
